Assay outcomes as filed in PubChem BioAssay.
PfHsp90 yeast 2: growth inhibition of yeast expressing Plasmodium Hsp90. inhibition, % at 9.4 µM. S. cerevisiae expressing PfHsp90, BacTiter-Glo ATP, 48 h; yeast lacking PDR1 and PDR3 efflux regulators. AID 504621. 310,000 tested, 0.32% active;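 active = every replicate shows inhibition above about 80%, whatever the replicate mean, limit read from the data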;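 note: 0% = DMSO neutral controls and 100% = 20 µM radicicol positive controls; yeast relying on Plasmodium falciparum Hsp90 in place of its own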
PKA-R1A act: activators of PKA-R1A complex; PKA-R1A dissociation, Cy5-IP20 fluorescence polarization; scaled: DMSO 0%, 113 µM cGMP 100%; AID 504707; activation, % at 11.4 µM; 340,000 tested, 0.083% active; P00514+P68181;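 active = percent activation above the mean of all tested compounds plus 3 SD, cut at about 19% in these data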;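 note: higher means more PKAc released from R1A so a rise in polarization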
MOR-DOR ag: agonists of human mu-delta opioid receptor heterodimerization; P35372+P41143; cells, OPRM1-OPRD1 heterodimerization, luminescence; activation, % at 9.3 µM; 340,000 tested, 0.3% active; in the data active = activation above about 18%;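 note: 0% = vehicle-treated cells and 100% = reference agonist; values of inactives mirror those of a sister screen read the other way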
AddAB inh: less growth of phage-infected E. coli with AddAB | 330,000 tested, 0.29% active | E. coli expressing H. pylori AddAB, absorbance growth | inhibition, % at 11.9 µM; in the data active = inhibition above about 12%;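 note: 0% = vehicle wells of infected cells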
Tat export inh: E. coli Tat transport inhibition; 340,000 tested, 0.036% active; inhibition, % at 10 µM; E. coli MC4100 TorA-mCherry Tat export, fluorescence;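 active = mean replicate inhibition at least 50% and at least half of replicates individually reaching 50%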;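 note: exported cargo escapes ClpAP degradation while cytoplasmic cargo is degraded and loses fluorescence; 0% = median of neutral control wells and 100% = median of NaSCN control wells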
MOR-DOR inv ag: mu-delta opioid heterodimer inverse agonism; P35372+P41143; cell-based MOR-DOR heterodimer luminescence; inhibition, % at 9.3 µM; 340,000 tested, 0.21% active; AID 504357; in the data active = inhibition above about 22%, passing the limit was not always enough;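 note: 0% = cells with DMSO and 100% = wells without cells with DMSO; values of inactives mirror those of a sister screen read the other way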
Mot1-301 SUMO: blocks SUMOylation pathway, rescuing yeast Mot1-301 growth | S. cerevisiae Mot1-301 growth rescue, ATP luminescence, 38.5C; percent above DMSO median, 100 means doubled | growth rescue, % at 18.8 µM | 320,000 tested, 1% active | AID 2716;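 active = every valid replicate shows activation above 250% relative to neutral control wells; inactive = the rest, any valid replicate at or below 250%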;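 note: OY570 slx delta 5 strain wells were the positive control but not used for scaling; some compounds called inactive have numbers as strong as hits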
PKA-R2B act: activates the human PKA-R2B holoenzyme complex; PKA-R2B holoenzyme dissociation, Cy5-IP20 fluorescence polarization; R2B truncated from residue 108, S112A mutant; 0% DMSO only, 100% 113 µM cGMP; activation, % at 11.4 µM; 340,000 tested, 0.079% active;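 active = activation above a cutoff set at the mean over all compounds plus 3 SD, cut at about 18% in these data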;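 note: higher means more holoenzyme dissociation and a rise in polarization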
Target sequence (P31323 whole entry, looked up, other chains not shown, the tested form may be a part): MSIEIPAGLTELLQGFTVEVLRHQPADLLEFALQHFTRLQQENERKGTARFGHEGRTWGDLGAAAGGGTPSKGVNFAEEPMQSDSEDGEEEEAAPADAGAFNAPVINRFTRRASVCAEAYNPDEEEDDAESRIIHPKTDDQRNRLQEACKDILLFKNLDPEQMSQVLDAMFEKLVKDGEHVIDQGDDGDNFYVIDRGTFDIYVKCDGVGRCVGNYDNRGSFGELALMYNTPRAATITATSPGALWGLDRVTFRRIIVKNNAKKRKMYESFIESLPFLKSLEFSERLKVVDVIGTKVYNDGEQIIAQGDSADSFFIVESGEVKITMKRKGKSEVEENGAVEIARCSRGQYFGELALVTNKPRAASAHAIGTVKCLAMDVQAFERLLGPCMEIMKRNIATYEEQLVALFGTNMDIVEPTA
HTR5A inv ag: inverse agonist of human HTR5A in OPRM1-OPRD1 counter-screen. P47898. HTR5A cell line, luminescence, inverse agonism. inhibition, % at 9.3 µM. 340,000 tested, 0.083% active; in the data active = inhibition mostly above about 23%, no sharp cut-off; inactive = mostly below about 18%;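 note: 0% = cells with DMSO and 100% = no-cell wells with DMSO; some compounds called inactive have numbers as strong as hits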
Target sequence (P47898 whole entry, looked up): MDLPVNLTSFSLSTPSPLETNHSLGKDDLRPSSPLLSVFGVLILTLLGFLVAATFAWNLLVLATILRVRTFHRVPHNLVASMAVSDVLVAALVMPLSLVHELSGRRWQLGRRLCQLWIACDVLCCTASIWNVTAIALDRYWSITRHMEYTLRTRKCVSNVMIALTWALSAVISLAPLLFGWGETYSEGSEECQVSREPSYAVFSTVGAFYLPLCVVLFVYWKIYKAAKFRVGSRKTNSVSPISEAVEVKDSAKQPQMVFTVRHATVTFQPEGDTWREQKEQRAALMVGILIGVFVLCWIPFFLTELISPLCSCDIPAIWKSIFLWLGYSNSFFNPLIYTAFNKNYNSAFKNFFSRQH
phage Ecoli inh: E. coli growth loss with phage present; growth absorbance; inhibition, % at 11.9 µM; 360,000 tested, 0.26% active; in the data active = inhibition above about 11%
E coli growth: reduces bacterial viability in AddAB counter-screen | E. coli V3065 growth, OD600 absorbance, 18 h | inhibition, % at 11.9 µM | 330,000 tested, 0.27% active;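 active = inhibition above the campaign's mean inhibition across all tested compounds plus 3 SD, cut at about 9.9% in these data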;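 note: uninfected addAB+ strain grown without phage in ampicillin broth; 0% = DMSO wells and 100% = ciprofloxacin 0.95 µg/ml wells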
Numbers without * were called inactive; nt = not tested or not shown.

SMILES | PfHsp90 yeast 2 | PKA-R1A act | MOR-DOR ag | AddAB inh | Tat export inh | MOR-DOR inv ag | Mot1-301 SUMO | PKA-R2B act | HTR5A inv ag | phage Ecoli inh | E coli growth
Cc1ccc(Cl)cc1N1CCN(C(=O)CCCn2c(=O)c3cccn3c3cccnc32)CC1 | -7 | -14 | -0.5 | 0.4 | 22 | 2 | 6 | -11 | 1 | -0.3 | -0.2
Cc1ccc(NC(=O)NN(C)c2c(Cl)c(Cl)nn2C)cc1 | -9 | -2 | -1.6 | 1.1 | 11 | 11 | -10 | -2 | 10 | 2.8 | -1.7
CCOc1ccc(C(=O)NC(=S)Nc2ccc(N3CCC(C)CC3)cc2)cc1[N+](=O)[O-] | -10 | -4 | 1.0 | nt | -8 | -6 | nt | -13 | -13 | 1.5 | nt
COc1cc2c(cc1OC)CN(C(=O)c1sccc1C)CC2 | -7 | -8 | -1.4 | 0.1 | 5 | 7 | -18 | -12 | 22 | 3.5 | -3.2
COc1ccc(/C=C/C(=O)N(Cc2ccccc2)c2ccccn2)cc1OC | 38 | -6 | -2.0 | 0.3 | 3 | 10 | 468 | -3 | 2 | 2.0 | 0.1
Cc1nn(Cc2ccccc2)c(C)c1N | -1 | -12 | -1.7 | 0.7 | -17 | 9 | 373 | -3 | 5 | 0.5 | -0.3
Cc1ccc(SCC(=O)NC(C)(C)C)cc1 | nt | 0 | -2.0 | 1.7 | 2 | 11 | -5 | -8 | -11 | 2.8 | 0.6
COc1cc(OC)c2c(-c3ccccc3)cc(C3CCCCC3)nc2c1 | -11 | -11 | 0.4 | nt | 0 | -2 | nt | -24 | -8 | 1.4 | nt
C(=N\N1CCN(C2c3ccccc3-c3ccccc32)CC1)/c1cccs1 | -49 | -14 | -2.5 | 2.8 | 23 | 10 | 20 | -10 | 23 | -0.3 | -1.7
O=C(N/N=C/c1cccc([N+](=O)[O-])c1)C1CC(=O)N(c2ccc(Br)cc2)C1 (centres undefined) | 3 | -8 | -0.6 | 4.5 | 0 | 3 | -12 | -2 | 16 | 3.0 | -0.1
CC(C)c1nc2ccc(NC(=O)C34CC5CC(CC(C5)C3)C4)cc2[nH]1 | 12 | -9 | -2.3 | 3.4 | 1 | 13 | 40 | -12 | -17 | -1.2 | -1.2
CC(=O)Nc1ccc(C(=O)NNC(=O)c2cccs2)cc1 | 8 | 7 | -2.3 | 3.0 | 4 | 12 | nt | -8 | 13 | 0.7 | -0.1
O=C(CS(=O)(=O)c1c[nH]c2ccccc12)Nc1ccc(F)cc1 | nt | -9 | 1.2 | -0.2 | 5 | -7 | -12 | 0 | 1 | -1.5 | 1.3
COc1ccccc1Cn1[nH]nnc1=S | -10 | -6 | -1.6 | -3.6 | -4 | 8 | 13 | 2 | -11 | 0.8 | 0.1
CCCCc1nc(NCCNC(=O)c2ccccc2)c(C#N)c2c1CSC(C)(C)C2 | 58 | -14 | 3.5 | 2.5 | 0 | -16 | -23 | -1 | -7 | 3.5 | 2.0
Nc1nnc(N2CCCCC2)s1 | 4 | 9 | -1.5 | 2.1 | 1 | 8 | 28 | 3 | -27 | 3.8 | -1.4
CCC(CC)C(=O)N1CCN(Cc2ccc3c(c2)OCO3)CC1 | -8 | -2 | 1.1 | 2.5 | 6 | -6 | -3 | -5 | -30 | 3.1 | -2.1
CCOc1ccccc1NC(=O)NC1(C(=O)N2CCOCC2)CCCCC1 | 9 | -14 | -1.2 | -0.1 | 9 | 6 | -1 | -4 | 16 | 3.6 | -1.4
COc1ccccc1NC(=O)COC(=O)c1ccccn1 | 10 | 8 | 0.8 | 3.9 | 2 | -7 | -4 | 3 | 4 | 0.6 | 0.6
O=C(COc1cccc(F)c1)N[C@@H](Cc1ccccc1)c1nc2ccccc2[nH]1 | 4 | 8 | 2.1 | 2.6 | 15 | -14 | 0 | -4 | 0 | 1.4 | -0.9
COc1ccc(OCCN2CCN(S(=O)(=O)c3ccccc3C(F)(F)F)CC2)cc1 | -21 | -9 | -0.2 | -1.2 | 10 | 1 | 28 | 5 | 7 | 2.0 | -0.7
CC(NC(=O)c1cccs1)C(S)c1ccccc1 (centres undefined) | -21 | -3 | -3.2 | 1.8 | 23 | 16 | 5 | -2 | -7 | -1.2 | 2.0
O=S(=O)(NCc1csc(-c2cccs2)n1)c1ccc(Cl)cc1 | -3 | -21 | 1.8 | 2.4 | 1 | -9 | 134 | -7 | 34 | 2.5 | 1.2
CCN1CCN(c2ccc(S(=O)(=O)N3CCCCC3)cc2NC(=O)Cc2ccccc2F)CC1 | 0 | -7 | 0.4 | -2.2 | 4 | -3 | -7 | -8 | 15 | 5.7 | -1.4
COc1ccc(CN(C(=O)c2cccs2)c2ccccc2)cc1 | nt | -5 | 2.0 | -2.3 | -15 | -10 | 11 | -4 | 3 | 1.4 | 1.4
Cc1cc2ncn(C(=O)c3ccc(F)cc3)c2cc1C | 1 | -8 | -1.8 | 2.2 | -5 | 9 | -17 | 2 | 0 | 0.2 | 0.9
COc1ccc(Cc2nc3ccc(C(=O)N4C[C@@H](C)O[C@@H](C)C4)cc3o2)cc1OC | 4 | -8 | -1.2 | 4.1 | -4 | 6 | 9 | -4 | 4 | 1.5 | -0.9
O=C(C1=C[C@@H](c2coc3ccccc3c2=O)C[C@@H](OCCCCO)O1)N1CCOCC1 | -4 | -2 | -1.7 | 1.1 | 4 | 10 | 171 | 2 | 4 | 1.2 | 1.9
CCOC(=O)c1ccc(S(=O)(=O)Nc2ccc(N3CCOCC3)cc2)cc1 | -1 | 2 | -0.9 | 2.0 | 1 | 5 | -7 | -11 | -28 | 0.0 | 2.0
COc1ccc(NC(=O)CSc2nnc(-c3cccs3)n2-c2ccccc2)cc1 | 4 | 8 | -3.3 | 1.2 | -10 | 19 | nt | 9 | -35 | 3.8 | 0.4
Cc1occc1C(=O)N/N=C/c1ccc(Br)s1 | 30 | -1 | -3.9 | -0.5 | 8 | 19 | 6 | -1 | 24 | 4.1 | -4.0
CC1(C)CC(=O)c2cc3c(N)c(C(=O)NCc4ccccc4)sc3nc2C1 | -5 | -12 | 0.5 | 1.0 | -19 | -3 | 16 | -6 | -39 | 1.9 | 1.8
COc1ccc2c(c1)[nH]c1c(=O)n(N)cnc12 | 48 | 1 | -0.4 | 1.6 | -4 | 2 | 500 | -4 | -22 | 3.1 | 2.1
CN(C)/C=C1\N=C(c2cccs2)OC1=O | 1 | -7 | -2.9 | 0.8 | 2 | 16 | -22 | 0 | -28 | 3.7 | 3.0
CC(C)(C)OC(=O)N1CCN(C(=O)c2[nH]cnc2C(=O)N[C@@H](Cc2ccccc2)C(=O)OCc2ccccc2)CC1 | 1 | -10 | 5.8 | 1.9 | 24 | -34 | 9 | -11 | -32 | 2.2 | 2.4
CNC(=S)N=Nc1c(O)[nH]c2ccccc12 | 1 | -4 | -3.8 | 4.2 | -8 | 20 | 4 | -11 | 7 | 1.2 | 2.8
CCC(C)NC(=O)Nc1ccc2c(c1)N(C)C(=O)c1ccccc1S2 (centres undefined) | nt | 1 | 0.4 | 2.0 | -1 | -2 | -3 | 2 | -24 | 1.1 | -0.8
CCOC(=O)c1nn(-c2ccc(Cl)cc2)c2nnc(Cc3ccc(C)cc3)c(=O)n12 | -35 | -5 | 0.7 | 1.2 | 6 | -4 | -9 | -3 | -32 | 2.8 | -1.2
COc1ccc2[nH]c(C)c(CCNC(=S)Nc3ccccc3OC)c2c1 | -2 | -9 | 0.9 | -0.1 | 5 | -7 | -17 | 3 | 7 | 3.2 | 3.5
CCOC(=O)CCCCC(=O)c1[nH]c(=O)[nH]c1CSc1nc(C)cc(C)n1 | 12 | 5 | -1.6 | 0.5 | 2 | 9 | 12 | 3 | -7 | 1.4 | -1.8
O=C(CCC1CCCCC1)NCc1cccnc1 | 10 | -6 | -1.0 | 1.6 | 0 | 5 | -15 | -2 | -8 | 0.0 | -2.8
COc1cc2c(cc1OC)C(C(=O)N1CCN(c3ccccn3)CC1)C(c1cccs1)N(C)C2=O (centres undefined) | -6 | -6 | -2.7 | -0.3 | -3 | 14 | 0 | 4 | -14 | 1.6 | -0.8
CC(=O)Nc1ccc(C=NNC(=O)CCCC(=O)NN=Cc2ccc(NC(C)=O)cc2)cc1 | -13 | -8 | -2.7 | nt | -4 | 14 | nt | 1 | 13 | 1.9 | nt
COc1ccccc1-c1nnc(SCC(=O)NCc2c(C)c(Cl)cc(C(C)C)c2O)o1 | -73 | -2 | 2.2 | -0.3 | 17 | -12 | 4 | -2 | 3 | 0.5 | -1.7
N/C(Cc1ccc([N+](=O)[O-])cc1)=N\OC(=O)c1ccccc1Br | -70 | -6 | 10 | 1.4 | -9 | -54 | 750 | 3 | -29 | 2.2 | -1.4
Cc1[nH]ncc1N=Cc1ccc([N+](=O)[O-])cc1 | 8 | -8 | 0.4 | 0.0 | -2 | -3 | -5 | 3 | -20 | 3.4 | 0.1
CNc1cc([N+](=O)[O-])ccc1OCc1ccccc1 | -25 | 3 | 1.2 | -0.8 | -4 | -6 | 12 | 6 | -9 | -3.3 | -0.6
CCCn1c(CN2CCCCC2C)nc2c1c(=O)n(C)c(=O)n2C (centres undefined) | -7 | 13 | 1.1 | -2.8 | -2 | -7 | 11 | 3 | -7 | 2.5 | -2.5
CCN(CC(=O)NCc1ccc(Cl)cc1)C(=O)c1ccc(C#N)cc1 | -14 | -4 | -1.9 | -0.9 | 21 | 8 | -10 | 5 | -13 | 4.0 | -1.3

Five entries out of the list, arranged by number of heavy atoms, highest first:
SMILES | PfHsp90 yeast 2 | PKA-R1A act | MOR-DOR ag | AddAB inh | Tat export inh | MOR-DOR inv ag | Mot1-301 SUMO | PKA-R2B act | HTR5A inv ag | phage Ecoli inh | E coli growth
COc1ccc(Cc2nc3ccc(C(=O)N4C[C@@H](C)O[C@@H](C)C4)cc3o2)cc1OC | 4 | -8 | -1.2 | 4.1 | -4 | 6 | 9 | -4 | 4 | 1.5 | -0.9
CCOC(=O)c1ccc(S(=O)(=O)Nc2ccc(N3CCOCC3)cc2)cc1 | -1 | 2 | -0.9 | 2.0 | 1 | 5 | -7 | -11 | -28 | 0.0 | 2.0
CCC(C)NC(=O)Nc1ccc2c(c1)N(C)C(=O)c1ccccc1S2 (centres undefined) | nt | 1 | 0.4 | 2.0 | -1 | -2 | -3 | 2 | -24 | 1.1 | -0.8
CN(C)/C=C1\N=C(c2cccs2)OC1=O | 1 | -7 | -2.9 | 0.8 | 2 | 16 | -22 | 0 | -28 | 3.7 | 3.0
Nc1nnc(N2CCCCC2)s1 | 4 | 9 | -1.5 | 2.1 | 1 | 8 | 28 | 3 | -27 | 3.8 | -1.4

Not a hit list. About 2.2% of those tested had a hit in this group.
